# D1 PAM: potentiators of human D1 dopamine receptor; P21728; HEK293 TREx D1 cells, calcium flux, dopamine EC20 potentiation; potentiation, % at 10 µM; 360,000 tested, 0.036% active; in the data active = potentiation above about 30%; also: 0% is about no effect
# Target sequence (P21728 whole entry, looked up): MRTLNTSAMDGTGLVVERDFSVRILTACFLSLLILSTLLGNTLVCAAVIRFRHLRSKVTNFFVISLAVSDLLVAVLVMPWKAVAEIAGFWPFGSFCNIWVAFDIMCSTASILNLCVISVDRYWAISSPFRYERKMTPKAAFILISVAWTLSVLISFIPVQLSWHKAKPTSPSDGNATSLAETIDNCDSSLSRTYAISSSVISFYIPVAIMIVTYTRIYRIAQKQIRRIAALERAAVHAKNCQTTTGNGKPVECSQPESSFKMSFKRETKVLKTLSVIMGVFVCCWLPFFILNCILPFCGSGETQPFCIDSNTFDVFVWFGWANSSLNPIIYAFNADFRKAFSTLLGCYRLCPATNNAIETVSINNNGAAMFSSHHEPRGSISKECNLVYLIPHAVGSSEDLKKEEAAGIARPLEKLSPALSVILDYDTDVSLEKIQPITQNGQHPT
# RXFP1 agonist: RXFP1 (human) receptor agonism. AID 2676. 370,000 tested, 0.3% active. HEK293T-RXFP1 cAMP TR-FRET, 30 min; response scale: percent of porcine relaxin response, buffer zero. Potency, µM (top dose mostly 57.5 µM), inactives show top-dose activation, hits mostly activators. Q9HBX9; also: potency is read from the fitted curve at half-maximal effect; % is scaled to controls: 0 for no effect and ±100 for the full control effect; nearly all actives have a fitted effect of over 60% in size; many of its hits are not listed in these tables
#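 Agonist response is measured as cAMP accumulation in an RXFP1-transfected HEK293T line under PDE4 inhibition. Values are scaled between buffer-only and 29 nM porcine relaxin, and EC50s come from standard Hill equation fits.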
# Anesthetic bind: binds horse apoferritin like a general anesthetic. P02791. apoferritin/1-aminoanthracene competitive binding, fluorescence. Potency, µM (doses to about 77.5 µM), inactives show at the highest dose activity change, negative = displacement, most hits filed as inhibitors. 350,000 tested, 0.074% active; also: potency is read from the fitted curve at half-maximal effect; % is scaled to controls: 0 for no effect and ±100 for the full control effect; nearly all actives have a fitted effect of over 20% in size
# Target sequence (P02791 2-175 limits assumed): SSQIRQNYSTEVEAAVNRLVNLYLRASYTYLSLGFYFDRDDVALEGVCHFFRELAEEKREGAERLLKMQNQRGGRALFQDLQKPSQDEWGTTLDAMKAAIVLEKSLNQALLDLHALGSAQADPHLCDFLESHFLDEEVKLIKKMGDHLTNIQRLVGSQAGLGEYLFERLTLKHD
#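 Horse-spleen apoferritin (10 uM) was mixed with 50% saturated 1-aminoanthracene in PBS, exposed to compounds for 10 min at room temperature, and read for fluorescence (ex 380 nm, em 535 nm). Competitive displacement was fitted with a four-parameter Hill equation.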
# RXFP1 antag: RXFP1 (human) relaxin receptor antagonism | Q9HBX9 | HEK293-RXFP1, relaxin-stimulated cAMP HTRF, 30 min; stronger effect = lower value | activity change, negative = inhibition, % at 57.5 µM | 350,000 tested, 0.59% active;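 active = activity change of -60% or lower, but not beyond a set lower limit; inconclusive = change between -60% and -40%, or beyond the set limit; inactive = change above -40%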; also: % is scaled to controls: 0 for no effect and ±100 for the full control effect
# TRHR PAM: allosterically enhances the human TRH receptor | enhancement, % at 2 µM | TRHR cells, fluo-8 calcium fluorescence, EC20 TRH enhancement | P34981 | 360,000 tested, 0.66% active; in the data active = enhancement above about 30%; also: 0% is about no effect
#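 TRHR-expressing cells loaded with fluo-8 calcium dye were read kinetically (ex 480/em 530) during compound addition, then stimulated with an EC20 of TRH (10 nM final). Enhancement of the Gq-mediated intracellular calcium response was scored.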
# TRHR ag: agonists of human TRH receptor; P34981; activation, % at 2 µM; TRHR cells, calcium flux fluo-8, FDSS agonist mode; 360,000 tested, 0.18% active; in the data active = activation above about 30%; also: 0% is about no effect
#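 TRHR-expressing cells loaded with fluo-8 calcium dye; 23 nL library compound pin-transferred, kinetic FDSS fluorescence (Ex 480/Em 530) recorded about 180 s for agonist-induced calcium release, before a 10 nM TRH EC20 addition for potentiator mode.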
# D1 agonist: activates the human D1 dopamine receptor. P21728. HEK293 T-REx D1 cells, calcium flux, agonist mode. activation, % at 2 µM. 360,000 tested, 1% active. AID 504660; in the data active = activation above about 30%; also: 0% is about no effect
#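 Agonism was scored from calcium flux recorded over 180 s (1 read/s) after pintool compound addition, following a 10-cycle baseline. Cells were inducible force-coupled HEK293 TREx D1, plated overnight at 30 C and loaded with no-wash calcium dye.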
# D2 potentiator: D2 dopamine receptor (human) potentiation; HEK293 T-REx D2, calcium flux, EC20 dopamine potentiation; potentiation, % at 10 µM; 340,000 tested, 0.34% active; P14416;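 active = potentiation over 3 SD above the plate norm, cut at about 30% in these data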; also: 0% is about no effect
# Target sequence (P14416 whole entry, looked up): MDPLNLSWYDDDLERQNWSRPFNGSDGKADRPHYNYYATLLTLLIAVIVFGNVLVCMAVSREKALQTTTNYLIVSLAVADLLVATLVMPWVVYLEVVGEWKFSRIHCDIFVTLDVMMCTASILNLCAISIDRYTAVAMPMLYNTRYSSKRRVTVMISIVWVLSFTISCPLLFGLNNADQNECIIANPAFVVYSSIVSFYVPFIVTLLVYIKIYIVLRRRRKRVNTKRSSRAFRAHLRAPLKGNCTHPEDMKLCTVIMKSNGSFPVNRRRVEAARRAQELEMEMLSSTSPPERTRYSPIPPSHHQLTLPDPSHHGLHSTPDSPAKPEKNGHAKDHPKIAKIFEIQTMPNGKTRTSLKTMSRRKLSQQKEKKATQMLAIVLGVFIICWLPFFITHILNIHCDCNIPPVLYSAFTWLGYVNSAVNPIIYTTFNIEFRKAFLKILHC
#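 Tetracycline-induced HEK293 T-REx cells force-coupled to calcium signalling expressed D2; compounds were pin-added after a 10 s baseline, read kinetically 180 s, then an EC20 dopamine challenge followed with a further 180 s calcium read.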
# D1 antagonist: blocks dopamine activation of the human D1 receptor | AID 504652 | 360,000 tested, 3.2% active | HEK293 TREx D1 cells, calcium flux, dopamine EC80; stronger effect = lower value | activity change, negative = inhibition, % at 10 µM; in the data active = activity change below about -30%; also: % is scaled to controls: 0 for no effect and ±100 for the full control effect
#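 After overnight tetracycline induction at 30 C, force-coupled D1 HEK293 cells took up a no-wash calcium dye at room temperature. Compounds were added and monitored 180 s, and the response to EC80 dopamine was then recorded.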
# * hit, by the source's call; ? = inconclusive; · = no result given; & = joins results of further samples; [ ] = remark or other dose. Unless noted, calls follow the shape of the dose curve; as a rule, active = well fitted curve in the direction sought with a large enough effect; inconclusive = small, poorly fitted or top-dose-only effect, or another doubt; inactive = no such curve, though single readings can be large; an effect the other way counts as inactive or inconclusive. A portion of the library (hit frequency here may not be typical).
SMILES,D1 PAM,RXFP1 agonist,Anesthetic bind,RXFP1 antag,TRHR PAM,TRHR ag,D1 agonist,D2 potentiator,D1 antagonist
COC(=O)c1ccc(OCCCCN2CC(C)OC(C)C2)cc1 (centres undefined),4,-1.5%,-2%,1,-4,-0.4,0,-24,10
Cc1ccc(-c2noc(CCC(N)=O)n2)cc1,-5,1.2%,-6%,8,8,-1.9,0,7,0
Cc1c(C)n(Cc2ccccc2)c2ccc(C(=O)N3CCN(c4ccccc4F)CC3)cc12,1,0.4%,-5%,-22,-1,0.1,1,-3,10
CSCC[C@H](NC(=O)N1CCn2c1nc1ccccc12)C(=O)NC1CCCCC1,-4,1.6%,-5%,-16,10,-1.0,2,-4,8
Cc1cc(=O)n(C)c(=O)n1CCCCOc1cccc([N+](=O)[O-])c1,-1,0.9%,-14%,-3,-4,-1.9,1,-12,-6
CCCc1nn2c(=O)c(C(c3cccc(Cl)c3)c3c(O)nc4sc(CCC)nn4c3=O)c(O)nc2s1,0,-1.0%,-8%,-3,3,0.6,1,16,3
Cc1nn(-c2ccccc2)nc1C(=O)NNC(=O)c1cccc2ccccc12,-4,2.1%,?,-1,3,-0.5,1,-4,36
COc1cc(C(=O)Nc2nnc(C(C)(C)C)s2)c([N+](=O)[O-])cc1OC,8,2.3%,-7%,-2,-1,-0.1,4,-12,15
CCCN(C(=O)CSc1nnnn1-c1ccccc1OC)C1CCS(=O)(=O)C1 (centres undefined),-2,-0.6%,-3%,-4,11,-0.1,-1,-13,-6
c1ccc(-c2cc(N3CCCCC3)nc(-c3ccccc3)n2)cc1,-9,-0.5%,-3%,7,4,-0.5,1,-5,-23
CC(CC(=O)N1CCN(c2ccccc2)CC1)S(=O)(=O)c1ccc2c(c1)NC(=O)CO2 (centres undefined),-2,0.9%,-6%,30,1,-0.1,7,11,-48*
CC1CCCCC1NC(=O)C1CCN(S(=O)(=O)c2ccc3c(c2)CCC(=O)N3)CC1 (centres undefined),-1,1.6%,-12%,·,0,-0.2,1,0,3
N#CC(C#N)=C(Nc1ccccc1)c1ccccc1,-12,0.5%,-11%,-2,-1,-0.4,12,-6,11
CN(C)c1ccc(C(=O)Nc2c(C(=O)NC(C)(C)C)oc3ccccc23)cc1,-3,4.5%,7%,-10,-3,0.5,1,-10,9
Cn1c(CC(=O)Nc2ccccc2F)nnc1SCC(=O)NC1=NCCS1,5,-3.2%,5%,2,5,0.4,1,-6,-23
CC(C)n1c(CNC(=O)c2ccccc2)nc2ccccc21,2,-1.8%,4%,6,-1,-0.8,4,-13,3
CC1=CC(c2ccc(Cl)cc2)n2nc(N3C(=O)CCC3=O)nc2N1 (centres undefined),0,0.3%,65%[activator],34,8,0.6,1,15,6
COc1ccc(NC(=O)CN2C(=O)S/C(=C/c3cccn3-c3ccc(C(=O)O)cc3)C2=O)cc1,0,1.1%,1%,·,6,-0.2,4,7,5
COCCCNC(=O)C1CCC(CNS(=O)(=O)c2ccc(C)cc2)CC1 (centres undefined),-6,-1.5%,0%,·,2,0.1,5,7,9
CCN(c1ccccc1)S(=O)(=O)c1ccc(C(=O)Nc2cc(C)ccn2)cc1,·,-0.9%,·,4,-1,0.2,14,14,-21
O=C(N1CCc2[nH]c3ccccc3c2C1)C(F)(F)F,1,0.1%,-10%,0,0,-0.3,0,-1,1
CC1(C(=O)NNC(=S)NCC2CCCO2)CC1(Cl)Cl (centres undefined),-2,2.5%,-9%,4,-3,0.7,2,2,-34*
O=C(O)c1ccccc1C(=O)NCC(O)COCC1CC=CCC1 (centres undefined),-4,0.9%,-21%,-6,7,-0.1,2,-5,-1
O=S(=O)(NC1CC1)c1ccc(S(=O)(=O)N2CCCc3ccccc32)cc1,-4,1.8%,?,11,-8,0.4,7,2,-20
N#C/C(=N\Nc1cccc2ccccc12)c1nnc2n1CCCCC2,-2,0.1%,12%,-7,21,-0.1,0,-3,-1
CCc1cccc(C)c1NC(=O)c1ccc2c(c1)CCN2S(C)(=O)=O,-6,-1.2%,-3%,-5,1,0.2,3,-8,-7
CC(Oc1ccc(C(C)(C)C)cc1)c1ccnc2nc(/N=C/N(C)C)nn12 (centres undefined),-6,3.2%,?,-5,25,-0.3,46*,-25,0
O=C(NCc1cccnc1)c1ccc(COc2ccccc2Br)cc1,-6,3.4%,?,-2,-1,-1.4,12,-22,8
COc1ccc(S(=O)(=O)Nc2ccccc2C)cc1C(=O)N1CCOCC1,-3,-1.1%,-2%,-6,1,-0.4,3,1,-2
COc1ccc(OC)c(NC(=O)c2ccc3c(c2)OCO3)c1,0,0.5%,-4%,-3,0,-0.2,1,8,-1
CCN(CC)C(=S)SCC(=O)Nc1ccc(F)cc1,-1,1.0%,?,-11,1,-0.5,5,-11,-12
COc1ccc(C(=O)OCC(=O)NCc2ccc3c(c2)OCO3)cc1[N+](=O)[O-],0,2.2%,?,5,0,-0.6,1,-2,-4
CCN1CCN(CCCN(Cc2ccco2)C(=S)Nc2ccccc2Cl)CC1,-6,0.8%,-6%,-16,12,-0.2,6,-3,-13
CSc1nnc(-c2cnccn2)n1CCCN1CCCC1=O,-4,0.5%,-6%,-10,2,0.1,1,3,12
CCOc1ccc(-c2c(C(=O)N/N=C/C3CCCCC3)nnn2-c2nonc2N)cc1,-1,-0.1%,5%,5,-2,0.8,1,8,3
COc1ccc(C(=O)C2CCCN(C(=O)c3ccc4nccnc4c3)C2)c(C)c1 (centres undefined),-5,0.7%,-18%,-9,6,-0.3,0,·,-8
O=S(=O)(c1ccccc1)c1nc(-c2ccc(F)cc2)oc1N1CCOCC1,4&3,-0.4%&7.0%,-2%&6%,18&-5,-2&5,-0.2&-0.9,-5&-1,21&-6,22&5
Cc1ccc(Cn2c(C)cc3c(c2=O)C(c2cccs2)C(C#N)=C(N)O3)cc1 (centres undefined),-4,0.6%,-19%,-19,-5,0.6,3,16,10
O=C(c1ccco1)N1CCN(C(=O)C2(S(=O)(=O)c3ccc(Cl)cc3)CC2)CC1,-3,0.5%,-7%,-19,-11,-0.2,0,-6,2
Cc1[nH]n(-c2ccc(Cl)cc2)c(=O)c1/C=N/c1nnc(-c2ccccc2)s1,-3,-0.1%,-8%,5,-5,-0.2,0,5,16
CCOCc1cc(CN2CCN(c3ccccc3OC)CC2)c(O)c2ncccc12,1,-1.8%,-6%,-6,5,-2.0,4,-9,3
CCNC(=O)CC1C(=O)N(c2ccc(C)cc2)C(=O)N1CCc1ccc(OC)c(OC)c1 (centres undefined),2,3.3%,-6%,-2,5,-0.3,1,-3,3
CCCNC(=O)N1c2ccccc2Sc2ccccc21,3,-2.0%,-10%,-5,0,-0.8,0,2,9
COc1ccc2[nH]c(=O)c(CN(CCCN3CCOCC3)C(=O)NCc3ccccc3)cc2c1,-1,0.4%,-7%,3,-1,0.5,1,-1,-37*
COCCNC(=O)C(C)N1c2cccc3cccc(c23)S1(=O)=O (centres undefined),-6,0.9%,-3%,-14,-1,-0.1,1,1,4
O=C(Cn1ccc2ccccc2c1=O)Nc1ccc2c(c1)OCO2,-1,3.5%,1%,-21,4,-1.4,-4,28,7
CCOC(=O)/C(C#N)=C/c1cc2ccccc2nc1N1CCOCC1,1,14%,-5%,-2,4,0.3,0,-14,7
COc1ccccc1CNC(=O)c1csc2c1CCCC2,-2,-0.6%,?,-3,19,1.2,5,·,-9
CCOC(=O)C1CCN(C(=O)CCc2c(C)nc3ncnn3c2C)CC1,-3,5.9%,-14%,3,-4,0.3,2,·,6
CC(C)c1ccc(CNc2ccc3c(c2)ncn3C)cc1,0,5.9%,-2%,4,2,0.5,5,19,-7
N#Cc1ccccc1OCc1nnc(-c2ccccc2Br)o1,4,4.5%,-7%,3,44*,-0.4,0,-5,19
COc1ccc(C)cc1NC(=O)C1CCCN(S(=O)(=O)c2ccc(-n3cnnn3)cc2)C1 (centres undefined),-2,-0.1%,2%,1,-4,0.2,2,-3,-24
CCc1ccccc1NC(=O)CSc1nc2ccccc2n1CC(=O)N1CCCC1,0,0.9%,-7%,-8,-5,-0.7,0,-3,2
COc1ccc(/C=N/Nc2nc(N3CCCC3)nc(N3CCCC3)n2)c(OC)c1OC,-7,-0.9%,0%,10,1,1.0,-1,-1,-42*
CSc1ccc(CN(C)C(=O)C2CCN(C(=O)Nc3ccccc3)CC2)cc1,-1,-0.9%,·,-9,0,-0.4,5,16,-9
Cc1cccc(CSc2nc3c([nH]c4ccccc43)c(=O)n2C)c1,-2,2.9%,-12%,19,-2,0.4,1,-1,-5
CC(C)c1ccc(NC2CCCN(C(=O)c3cscn3)C2)cc1 (centres undefined),-7,-1.7%,?,1,1,-0.6,5,-5,-6
O=C(CSCc1ccc(F)cc1)N1CCc2c([nH]c3ccccc23)C1c1ccc(Cl)cc1 (centres undefined),-1,0.2%,41%[activator],-2,2,0.2,2,13,-31*
CCN=C1NN=C(c2cc(C)n(Cc3ccco3)c2C)CS1,-5,0.6%,-9%,7,-3,-0.2,1,5,-9
CC1(C)CC(=O)C(N=Nc2ccc(Br)cc2)=C(O)C1,3,2.3%,-4%,5,1,0.4,2,-7,-25
CCc1nnc(NC(=O)c2ccc(S(=O)(=O)N3CCOCC3)cc2)s1,1,-0.8%,-8%,3,-1,0.2,3,12,6

# A portion of the results above, as a working copy:
SMILES,D1 PAM,RXFP1 agonist,Anesthetic bind,RXFP1 antag,TRHR PAM,TRHR ag,D1 agonist,D2 potentiator,D1 antagonist
Cc1cccc(CSc2nc3c([nH]c4ccccc43)c(=O)n2C)c1,-2,2.9%,-12%,19,-2,0.4,1,-1,-5
CC(C)c1ccc(NC2CCCN(C(=O)c3cscn3)C2)cc1 (centres undefined),-7,-1.7%,?,1,1,-0.6,5,-5,-6
O=C(CSCc1ccc(F)cc1)N1CCc2c([nH]c3ccccc23)C1c1ccc(Cl)cc1 (centres undefined),-1,0.2%,41%[activator],-2,2,0.2,2,13,-31*
CCN=C1NN=C(c2cc(C)n(Cc3ccco3)c2C)CS1,-5,0.6%,-9%,7,-3,-0.2,1,5,-9
CC1(C)CC(=O)C(N=Nc2ccc(Br)cc2)=C(O)C1,3,2.3%,-4%,5,1,0.4,2,-7,-25
CCc1nnc(NC(=O)c2ccc(S(=O)(=O)N3CCOCC3)cc2)s1,1,-0.8%,-8%,3,-1,0.2,3,12,6

# Screening results (PubChem BioAssay)
